# FUS suppressor – FUS proteinopathy suppression in yeast. S. cerevisiae FUS-expressing, growth rescue, OD600, 24 h. Potency, µM (series often up to 76.6 µM), inactives show top-dose growth rescue (activation), hits mostly activators. 390,000 compounds, 0.24% hits;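 also: potency is read from the fitted curve at half-maximal effect; plate controls were DMSO vehicle for no effect and reference control for full effect; nearly all actives have a fitted effect of over 55% in size; some results filed as inactive show a strong effect at the top dose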
#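 Galactose (2%) drives FUS expression in yeast precultured in raffinose; seeding density OD 0.005. Test compounds incubated 24hr at 30C and 99% humidity before absorbance at 600 nm was measured.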
# WRN inhibitor – inhibitors of human WRN helicase; WRN helicase unwinding, fluorescent forked duplex, kinetic; Potency, µM (titrated, usually from 114 µM), for the others: top-dose activity change, negative = inhibition, actives largely listed as inhibitors; Q14191; 360,000 compounds, 0.46% hits; also: potency is read from the fitted curve at half-maximal effect; % is scaled to controls: 0 for no effect and ±100 for the full control effect; nearly all actives have a fitted effect of over 55% in size
#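 Kinetic red-fluorescence monitoring (525/598 nm) tracks WRN helicase activity after 100 nM fluorophore-quencher forked duplex and 2 mM ATP are added to 20 nM enzyme pretreated 15 min at room temperature with compound.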
# EPAC1 agonist – agonists of human EPAC1; Potency, µM (titrated, usually from 154 µM), for the others: at the highest dose activation, usual class: activators; 360,000 compounds, 0.073% hits; O95398; EPAC1 agonist qHTS, biochemical assay; response scale: 100% = response to 6.5 mM cAMP; also: potency is read from the fitted curve at half-maximal effect; nearly all actives have a fitted effect of over 60% in size
#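 Multi-concentration qHTS readout: loss of Rap1B-bound BODIPY-GDP fluorescence driven by 100 nM EPAC1 with excess GDP (50 uM), monitored kinetically at room temperature; agonist response expressed relative to 6.5 mM cAMP.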
# Abeta rescue – A-beta toxicity reversal in yeast. yeast expressing A-beta42, growth rescue, OD600, 48 h; response scale: 0% DMSO, 100% iron-clioquinol control. Potency, µM (highest dose often 46.1 µM), inactives show at the highest dose growth rescue, hits mostly activators. 410,000 compounds, 0.063% hits; also: potency is read from the fitted curve at half-maximal effect; nearly all actives have a fitted effect of over 55% in size
#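 Yeast A-beta toxicity model in growth medium with pinned compounds, 48 h at 30 C; growth read as absorbance at 600 nm. Normalized to FeCl3/clioquinol equimolar mix (positive) and DMSO (negative).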
# PLK1 PBD block – PLK1 (human) polo-box domain binding inhibition | P53350 | Plk1 PBD binding of FITC phosphopeptide, fluorescence polarization | AID 720504 | Potency, µM, inactives show max response, negative = inhibition, actives largely listed as inhibitors | 360,000 compounds, 2.8% hits; also: potency is read from the fitted curve at half-maximal effect; series mostly up to about 57 µM; % is scaled to controls: 0 for no effect and ±100 for the full control effect; nearly all actives have a fitted effect of over 65% in size
# Target sequence (P53350 whole entry, looked up, the tested form may be a part): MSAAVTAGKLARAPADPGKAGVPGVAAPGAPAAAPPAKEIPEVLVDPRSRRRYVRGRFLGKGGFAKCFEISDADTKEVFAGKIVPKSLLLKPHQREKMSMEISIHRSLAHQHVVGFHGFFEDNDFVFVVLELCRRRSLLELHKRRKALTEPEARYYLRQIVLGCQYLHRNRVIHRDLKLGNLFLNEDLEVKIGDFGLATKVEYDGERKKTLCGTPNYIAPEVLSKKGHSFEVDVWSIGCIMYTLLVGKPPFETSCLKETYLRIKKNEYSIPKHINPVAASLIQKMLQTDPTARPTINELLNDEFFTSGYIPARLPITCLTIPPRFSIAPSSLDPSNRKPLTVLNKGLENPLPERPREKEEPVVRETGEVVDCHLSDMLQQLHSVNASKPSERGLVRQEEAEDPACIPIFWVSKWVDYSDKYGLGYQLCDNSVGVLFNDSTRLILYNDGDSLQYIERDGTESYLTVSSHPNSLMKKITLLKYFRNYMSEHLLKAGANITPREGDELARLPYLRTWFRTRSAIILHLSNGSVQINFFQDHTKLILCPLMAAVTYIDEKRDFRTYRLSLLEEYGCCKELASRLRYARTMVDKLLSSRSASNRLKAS
# PI5P4Ka inh – blocks human PI5P4K alpha kinase activity; PI5P4Kalpha enzyme, ADP-Glo luminescence, 60 min; active compounds read low; max response, %; P48426; 330,000 compounds, 1.2% hits; active = max response of -50% or lower; inconclusive = between -30% and -50%; inactive = -30% or higher; also: value at the top dose of about 77 µM; % is scaled to controls: 0 for no effect and ±100 for the full control effect
# Target sequence (P48426 whole entry, looked up): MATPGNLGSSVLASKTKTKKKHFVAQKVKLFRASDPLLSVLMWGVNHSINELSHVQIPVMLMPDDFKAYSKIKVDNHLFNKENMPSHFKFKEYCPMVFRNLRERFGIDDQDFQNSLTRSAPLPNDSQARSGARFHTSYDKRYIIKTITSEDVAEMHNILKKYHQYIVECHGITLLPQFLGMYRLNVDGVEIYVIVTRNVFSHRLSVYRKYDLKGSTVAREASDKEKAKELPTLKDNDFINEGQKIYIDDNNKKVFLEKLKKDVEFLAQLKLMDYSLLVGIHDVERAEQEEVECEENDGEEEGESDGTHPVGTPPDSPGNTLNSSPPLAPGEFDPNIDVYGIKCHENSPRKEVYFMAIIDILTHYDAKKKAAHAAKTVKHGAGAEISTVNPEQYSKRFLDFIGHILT
#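 Single end-point luminescence (ADP-Glo) quantified ADP from PI5P4Kalpha turnover; ATP 5 microM final, 1 h at RT, 0.1% CHAPS and 0.28 mM EGTA in HEPES pH 7.4.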
# EPAC1 antag – blocks human EPAC1 exchange factor; EPAC1 GEF assay, Rap1b-BODIPY-GDP exchange fluorescence; 360,000 compounds, 0.14% hits; O95398; Potency, µM (titrated, usually from 115 µM), for the others: top-dose activity change, negative = inhibition, usual class: inhibitors;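 also: potency is read from the fitted curve at half-maximal effect; plate controls were vehicle for no effect and positive control for full effect; nearly all actives have a fitted effect of over 50% in size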
# IL-2 act – IL-2 activation | activation, % (series mostly up to about 46 µM) | IL-2 activation reporter assay, cell-based qHTS; stimulated with anti-CD3/CD4/CD28 beads; in transgenic mouse T cells | 360,000 compounds, 0.065% hits; in the data active = activation above about 50%; inconclusive = mostly about 30% to 49%; also: 0% is about no effect
#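 Screening format: compound pinned onto unstimulated transgenic mouse T cells, 60 min incubation, then anti-CD3/anti-CD4/anti-CD28 bead stimulation for 18 hours at 37 degrees C, followed by EGFP and DsRed detection.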
# Starred values were filed as active, the others as inactive; ? = inconclusive; / = not tested or not shown; & = joins results of further samples; [ ] = another dose, or the depositor's remark. Unless noted, calls follow the shape of the dose curve; as a rule, active = well fitted curve in the direction sought with a large enough effect; inconclusive = small, poorly fitted or top-dose-only effect, or another doubt; inactive = no such curve, though single readings can be large; an effect the other way counts as inactive or inconclusive.
# The line under a structure holds: FUS suppressor	WRN inhibitor	EPAC1 agonist	Abeta rescue	PLK1 PBD block	PI5P4Ka inh	EPAC1 antag	IL-2 act
> C=CCNC(=O)c1cc(Cl)ccc1[N+](=O)[O-]
 : -15%	-1%	-5%	8%	-7%	2	-13%	0.9
> COc1cc2[nH]c(C(=O)NCc3ccccc3)cc2c(OC)c1OC
 : 16%	-2%	7%	6%	5%	1	5%	0.9
> O=C1NC(=O)C(c2ccccc2)(c2ccccc2)N1S(=O)(=O)c1ccccc1
 : 21%	-5%	-5%	-6%	-6%	1	1%	1.5
> Cc1ccc(-c2[nH]ncc2CN2CCN(C(=O)c3cccs3)CC2)cc1C
 : /	-13%	2%	-2%	-2%	4	-21%	-4.4
> C[C@H](NC(=O)c1nc[nH]c1C(=O)NCC(=O)OCc1ccccc1)C(=O)OCc1ccccc1
 : ?	-8%	-15%	14%	-7%	1	-8%	-1.3
> COc1cccc(N2CCN(CC(=O)c3c(C)[nH]c4ccccc34)CC2)c1
 : 15%	-18%	4%	8%	-4%	/	-13%	-3.1
> CCC1CCc2[nH]nc(C(=O)O)c2C1 (stereo unspecified)
 : -11%	-2%[57.1 µM]	-5%	-6%	-4%	/	4%	-0.8
> CC(=O)c1cccc(NC(=O)CN2C(=O)c3cccnc3Oc3ccc(Cl)cc32)c1
 : ?	-13%	4%	-3%	5%	-11	?	-3.3
> O=C(CNCc1ccccc1)Nc1ccc(F)cc1
 : 9%	9%	1%	3%	2%	1	-8%	0.0
> Cc1sc2nc(CSc3ccccc3)nc(N3CCOCC3)c2c1C
 : 26%	-13%	19%	-6%	-2%	20	-24%	-2.1
> COC(=O)c1ccc(=O)c2nc3/c(=C/O)c(O)cc(=O)c3[nH]c12
 : 15%	?	0%	8%	19µM*	-74*	?	-0.4
> NC(COCc1ccccc1)c1csc(Nc2ccc(C(=O)NCCO)cc2)n1 (stereo unspecified)
 : 14%	-16%	3%	-21%	4%	6	-15%	0.9
> O=C(NN1C(=O)C2C3C=CC(C4CC34)C2C1=O)c1ccccc1Cl (stereo unspecified)
 : -21%	-4%	6%	2%	2%	-4	6%	0.4
> CCn1cc(-c2cc(C(=O)O)c3ccccc3n2)c(C)n1
 : -10%	-6%	-1%	0%	-2%	0	1%	1.9
> Cc1ccc(N=CC2=C(O)CC(c3ccccc3Cl)CC2=O)cc1 (stereo unspecified)
 : 8%	0%	-2%	-8%	2%	-1	4%	-0.3
> Cn1c(CNC(=O)c2ccccc2F)nnc1SCc1ccc(F)cc1
 : -34%	-7%	-7%	-4%	-5%	-2	-10%	-0.2
> CN=C1SC(CC(=O)Nc2cccc(Cl)c2Cl)C(=O)N1C (stereo unspecified)
 : 17%	-6%	13%	-10%	-2%	-1	-12%	0.2
> Cc1ccc(/C=N/NC(=O)c2cccc(S(=O)(=O)Nc3cccc(Cl)c3)c2)o1
 : -22%	-1%	-1%	-4%	-18%	1	-13%	-3.0
> Cc1sc(NC(=O)CN2CCOCC2)c(C#N)c1C
 : -4%	2%	6%	2%	-9%	-5	3%	-0.1
> CCOc1cc(N2CCOCC2)c(OCC)cc1NC(=O)Cn1nc(C)c([N+](=O)[O-])c1C
 : -5%	5%	7%	14%	5%	-10	-6%	-0.3
> CCn1cc(CN2CCCC(CO)(Cc3cccc(Cl)c3)C2)cn1 (stereo unspecified)
 : -9%	4%	2%	-18%	0%	9	4%	-0.3
> Oc1ccc(-c2cn3cc(C(F)(F)F)ccc3n2)cc1
 : 12%	?	-1%	2%	-5%	-8	-2%	1.5
> COc1cccc(NC(=O)CN(C)C(=O)C2=COCCO2)c1
 : 6%	-9%	3%	6%	-2%	8	-18%	-1.7
> CCCNS(=O)(=O)c1ccc(CCC(=O)Nc2ccc3c(c2)OCO3)cc1
 : 20%	-2%	13%	9%	0%	1	-11%	2.2
> Cc1cccc2c(C(=O)n3cccn3)cc(-c3ccccc3Cl)nc12
 : -7%	-5%	-1%	-8%	-14%	-7	6%	-1.8
> CCOC(=O)c1cc(COc2cc(Cl)cc(Cl)c2)on1
 : -11%	1%	-4%	0%	7%	0	1%	-3.6
> c1ccc2c(c1)nnn2-c1ncnc2sc3c(c12)CCCC3
 : 20%	-6%	25%	-35%[inhibitor]	-7%	/	9%	-3.2
> COc1ccccc1-c1cnc(C(O)c2ccc(C)c(F)c2)[nH]1 (stereo unspecified)
 : -16%	3%[57.1 µM]	-9%	-3%	6%	3	4%	0.6
> Cc1ccc(-c2cc(C(=O)Nc3c(C)n(C)n(-c4ccccc4)c3=O)[nH]n2)c(O)c1
 : 46%	-14%	-5%	10%	-1%	/	14%	-0.8
> CCOc1ccc(S(=O)(=O)N2CCN(C(=O)CN3C(=O)NC4(CCCC4)C3=O)CC2)cc1
 : 3%	0%	-6%	-8%	1%	1	-3%	-0.7

# Brought forward from above: two entries; new compounds follow.
molecule	FUS suppressor	WRN inhibitor	EPAC1 agonist	Abeta rescue	PLK1 PBD block	PI5P4Ka inh	EPAC1 antag	IL-2 act
Cc1ccc(-c2cc(C(=O)Nc3c(C)n(C)n(-c4ccccc4)c3=O)[nH]n2)c(O)c1	46%	-14%	-5%	10%	-1%	/	14%	-0.8
CCOc1ccc(S(=O)(=O)N2CCN(C(=O)CN3C(=O)NC4(CCCC4)C3=O)CC2)cc1	3%	0%	-6%	-8%	1%	1	-3%	-0.7
Cc1cc2c(ncn2C)c(NS(=O)(=O)c2ccc(Cl)cc2)c1C	-2%	-1%	-7%	-2%	-16%	0	-3%	-2.0
O=C(c1ccc2c(=O)n(CCc3ccccc3)c(=O)[nH]c2c1)N1CCN(c2ccc(F)cc2)CC1	5%&-7%	-2%	-1%	13%&-6%	-5%	0	-5%	-0.5
O=[N+]([O-])c1cccc(-c2cnc3ccccc3n2)c1	-3%	0%	2%	-17%	-9%	2	-7%	0.9
O=C(/C=C/c1cccc(F)c1)NNC(=O)c1ccncc1	-8%	-5%	0%	-10%	9%	4	7%	-1.0
Cc1nc(CC(=O)N/N=C/c2ccc(OCC(=O)O)cc2)cs1	?	-13%	-10%	-12%	-14%	-1	13%	0.7
CN1CCCCCC1=Nc1ccccc1C#N	-51%	-21%[57.1 µM]	-7%	7%	-1%	1	10%	0.4
CN(Cc1ccc(Cl)s1)C(=O)CN1C(=O)N(C)C2(CCCCC2)C1=O	13%	3%	3%	9%	-3%	-1	4%	-2.1
Cc1cc(C)nc(NNS(=O)(=O)c2ccc(Cl)cc2)n1	/	-4%	-1%	-29%	-6%	3	7%	-0.7
COc1c(C)cc(C(O)c2ncc(-c3cccc(C(F)(F)F)c3)[nH]2)cc1C (stereo unspecified)	29%	-3%	-23%	-22%	-7%	-7	-29%	0.5
Cc1nc2ncnn2c(C)c1CCC(=O)NC(C)c1ccc2c(c1)OCCO2 (stereo unspecified)	-6%	3%	-5%	1%	3%	-3	9%	-0.5
COc1cccc(N2CCN(S(=O)(=O)c3c(C)[nH]c(C)c3C(=O)N3CCCCC3)CC2)c1	22%	6%	-8%	0%	-14%	2	6%	-3.0
COCCN1C(=O)C(=O)/C(=C(/O)c2ccc(S(=O)(=O)N3CCCCC3)cc2)C1c1ccc(OC)c(OC)c1 (stereo unspecified)	14%	-10%	4%	3%	-5%	-6	-2%	1.1
Nc1nn2cc(-c3ccc(Br)cc3)nc2c2ccccc12	16%	-31%	12%	-88%[inhibitor]	-4%	55	-5%	0.0
C=C(c1ccccc1Cl)[n+]1ccccc1	18%	-9%	2%	-4%	-6%	0	-6%	-0.4
N#CCc1ccc(NS(=O)(=O)c2ccc(N3CCCC3=O)cc2)cc1	-1%	2%	1%	17%	-7%	1	-11%	-1.3

# Carrying on.
molecule	FUS suppressor	WRN inhibitor	EPAC1 agonist	Abeta rescue	PLK1 PBD block	PI5P4Ka inh	EPAC1 antag	IL-2 act
CCCC(C)C(=O)Nc1ccc(S(=O)(=O)Nc2nccc(C)n2)cc1 (stereo unspecified)	-2%	1%	5%	-4%	3%	2	-2%	-1.7
O=C(C[C@@H]1C[C@H]2c3cc(NC(=O)c4cccnc4)ccc3O[C@H]2[C@H](CO)O1)NCc1ccc(Oc2ccccc2)cc1	43%	-5%	-24%	2%	-9%	-3	-13%	-2.6
C=CCN1C(=O)CS/C1=N\N=C\c1cccc([N+](=O)[O-])c1	-3%	-10%[57.1 µM]	4%	-4%	-3%	-2	10%	-5.2
COc1ccc(C2C(C(C)=O)=C(O)C(=O)N2Cc2ccccc2)c(OC)c1 (stereo unspecified)	7%	7%	-1%	-9%	4%	-5	16%	-4.2
Cc1c(-c2cc(Br)ccc2O)nc2cc3c(cc2c1C)OCO3	2%	-24%	17%	10%	-6%	-3	-2%	8.1
CC(NC(=O)CSC(=S)N1CCCC1)c1ccc(S(N)(=O)=O)cc1 (stereo unspecified)	7%	-3%	0%	12%	-9%	-5	-2%	-2.0
COc1cc(OC)c(NS(=O)(=O)c2cc(C(=O)OCC(=O)NCC3CCCO3)ccc2OC)cc1Cl (stereo unspecified)	26%	-4%	3%	-11%	-19%	9	-3%	-0.6
CCCn1c(N2CCN(Cc3cccc(C)c3)CC2)nc2c1c(=O)[nH]c(=O)n2C	4%	-5%	-8%	-12%	-4%	1	-4%	-2.5

# Three of these compounds, reformatted:
Cc1c(-c2cc(Br)ccc2O)nc2cc3c(cc2c1C)OCO3
  FUS suppressor = 2%	WRN inhibitor = -24%	EPAC1 agonist = 17%	Abeta rescue = 10%	PLK1 PBD block = -6%	PI5P4Ka inh = -3	EPAC1 antag = -2%	IL-2 act = 8.1

CC(NC(=O)CSC(=S)N1CCCC1)c1ccc(S(N)(=O)=O)cc1 (stereo unspecified)
  FUS suppressor = 7%	WRN inhibitor = -3%	EPAC1 agonist = 0%	Abeta rescue = 12%	PLK1 PBD block = -9%	PI5P4Ka inh = -5	EPAC1 antag = -2%	IL-2 act = -2.0

COc1cc(OC)c(NS(=O)(=O)c2cc(C(=O)OCC(=O)NCC3CCCO3)ccc2OC)cc1Cl (stereo unspecified)
  FUS suppressor = 26%	WRN inhibitor = -4%	EPAC1 agonist = 3%	Abeta rescue = -11%	PLK1 PBD block = -19%	PI5P4Ka inh = 9	EPAC1 antag = -3%	IL-2 act = -0.6
